# From PubChem
# IDH1 R132H inh = IDH1 R132H (human) inhibition; IDH1 R132H reductase, diaphorase/resazurin fluorescence, 60 min; inhibition, % at 10 µM; hit rate 0.18% among 70,000; in the data active means inhibition above about 34%; inconclusive means no clear call, values can overlap the other calls; inactive means below about 11%;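 further: 0% = DMSO and 100% = no enzyme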
# Target sequence (O75874 whole entry R132H): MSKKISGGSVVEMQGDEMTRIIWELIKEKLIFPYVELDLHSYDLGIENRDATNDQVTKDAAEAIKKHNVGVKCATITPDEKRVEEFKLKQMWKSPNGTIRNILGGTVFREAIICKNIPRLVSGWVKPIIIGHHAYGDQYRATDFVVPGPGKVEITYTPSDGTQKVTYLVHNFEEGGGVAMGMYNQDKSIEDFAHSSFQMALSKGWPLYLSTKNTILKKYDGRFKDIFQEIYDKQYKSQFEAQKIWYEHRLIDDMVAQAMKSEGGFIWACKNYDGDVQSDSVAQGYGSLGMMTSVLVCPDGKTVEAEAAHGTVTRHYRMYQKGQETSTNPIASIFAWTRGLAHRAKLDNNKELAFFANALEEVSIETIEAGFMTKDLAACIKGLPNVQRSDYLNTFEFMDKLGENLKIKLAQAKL
# EZH2 inh = inhibitors of human EZH2/PRC2 methyltransferase. Q15910. PRC2 H3K27 methylation, DELFIA TRF, 1 h. inhibition, % at 12.5 µM. hit rate 0.35% among 57,000. AID 651548;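 active means mean inhibition of replicates at least 50% and every single replicate also reaching 50%; inconclusive means mean inhibition at least 50% but some replicate falls below 50%; inactive means mean inhibition under 50%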;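 further: dimethyl H3K27 on biotinylated H3 21-44 peptide detected by antibody; plate controls were median neutral control wells for no effect and median positive control wells for full effect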
# Numbers without * were called inactive; ? = inconclusive; . = no result given. The list is partial; the hit share may differ from the screen's.
# Fields: IDH1 R132H inh, EZH2 inh
- C[C@H]1CN([C@@H](C)CO)C(=O)c2cc(NC(=O)c3ccncc3)ccc2O[C@@H]1CN(C)C(=O)NC1CCCCC1
    3.0, .
- CCCC1=C(C(=O)OCC)C(c2cccnc2)n2nc(C)nc2N1 (stereo not given)
    0.3, -1
- C[C@H](CO)N1C[C@H](C)[C@@H](CN(C)CC2CC2)OCCCC[C@H](C)Oc2ccc(NC(=O)Nc3ccc4c(c3)OCO4)cc2C1=O
    0.0, .
- C[C@@H]1CN([C@H](C)CO)C(=O)Cc2cc(NS(=O)(=O)c3ccccc3)ccc2O[C@@H]1CN(C)S(C)(=O)=O
    -1.6, .
- COc1ccc(S(=O)(=O)N(C)C[C@@H]2Oc3cc(C#CC4CC4)ccc3S(=O)(=O)N([C@@H](C)CO)C[C@@H]2C)cc1
    ., 26
- COc1cc(Cc2cnc(N)nc2N)cc(OC)c1OC
    0.2, .
- C[C@@H]1CCCCO[C@H](CN(C)C(=O)c2ccccc2)[C@H](C)CN([C@@H](C)CO)C(=O)c2cc(NS(=O)(=O)c3ccc(Cl)cc3)ccc2O1
    1.7, .
- C[C@H]1CN([C@@H](C)CO)C(=O)c2cc(NS(C)(=O)=O)ccc2O[C@H]1CN(C)C(=O)Nc1ccc2c(c1)OCO2
    1.9, .
- CO[C@H]1CN(C)C(=O)c2cc(NC(=O)c3ccc(F)cc3)ccc2OC[C@H](C)N(C(=O)CC2CC2)C[C@H]1C
    0.2, 4
- C[C@@H]1CCCCO[C@@H](CN(C)C(=O)c2ccccc2)[C@@H](C)CN([C@@H](C)CO)C(=O)c2cc(NC(=O)Nc3ccc4c(c3)OCO4)ccc2O1
    0.1, .
- CCCN1C[C@H](C)[C@H](OC)CN(C)C(=O)c2cc(NC(=O)C3CC3)ccc2OC[C@@H]1C
    0.2, -1
- COC(=O)CCCCCCC(=O)N/N=C/c1ccc(OC)c(O)c1
    -0.2, 0
- C[C@H]1CN([C@@H](C)CO)C(=O)c2cc(/C=C/c3ccccc3)cnc2O[C@@H]1CN(C)Cc1ccccc1F
    -0.5, 7
- COc1ccccc1C#Cc1ccc2c(c1)O[C@@H](CN(C)C)[C@@H](C)CN([C@H](C)CO)S2(=O)=O
    -1.2, -8
- CCOC(=O)c1c(C)n(C)c2ccc(OC(=O)CN3C(=O)c4ccccc4C3=O)cc12
    2.2, 9
- OCc1ccc(COc2ccc3ccncc3c2)cc1
    0.0, 7
- C[C@H]1CN([C@@H](C)CO)C(=O)Cc2cc(NC(=O)Nc3ccc(F)cc3)ccc2O[C@H]1CN(C)S(=O)(=O)c1cccs1
    2.2, .
- C[C@@H]1CN([C@H](C)CO)C(=O)c2cc(NC(=O)c3ccncc3)ccc2O[C@@H]1CN(C)Cc1ccc(C(=O)Nc2ccccc2N)cc1
    ., -8
- Cn1ccnc1SCC(=O)Nc1ccc2c(c1)COC2=O
    -0.6, 5
- Cc1cc(C)c2nc(-c3ccncc3)cc(C(=O)NCCCn3ccnc3)c2c1
    ?, -7
- O=C(CCN1CCCCC1)NCC[C@H]1CC[C@H](NC(=O)C2CCC2)[C@@H](CO)O1
    0.0, -10
- C[C@H](CO)N1C[C@H](C)[C@H](CN(C)C)Oc2ncc(-c3cccc(C(=O)N(C)C)c3)cc2C1=O
    0.1, -11
- C[C@@H]1CN([C@@H](C)CO)S(=O)(=O)c2ccc(-c3ccncc3)cc2O[C@H]1CN(C)S(=O)(=O)c1ccccc1F
    0.1, 4
- COc1ccc(OC)c(NC(=O)C2=C(C)NC(=S)NC2c2ccc(OC)cc2OC)c1 (stereo not given)
    0.2, .
- COc1ccc(-c2coc3cc(OC(C)=O)cc(OC(C)=O)c3c2=O)cc1
    1.4, .
- CS(=O)(=O)Nc1ccc2c(c1)[C@@H]1C[C@H](CC(=O)NC3CCCC3)O[C@@H](CO)[C@@H]1O2
    -3.0, 0
- C[C@H](CO)N1C[C@H](C)[C@H](CN(C)Cc2ccncc2)Oc2ccc(NC(=O)c3ccncc3)cc2CC1=O
    1.1, 9
- CC(C)(C)[C@H]1C=C(C(=O)Nc2ccccc2)O[C@@H](OCc2ccc(CO)cc2)C1
    ., 9
- Oc1c(C(Nc2cccnc2)c2ccc(C(F)(F)F)cc2)ccc2cccnc12 (stereo not given)
    0.0, -29
- Clc1ccc(CSc2nnc(-c3cccs3)n2Cc2ccco2)c(Cl)c1
    -0.6, 39

# 6 of these compounds, set out differently:
compound,IDH1 R132H inh,EZH2 inh
Cn1ccnc1SCC(=O)Nc1ccc2c(c1)COC2=O,-0.6,5
Cc1cc(C)c2nc(-c3ccncc3)cc(C(=O)NCCCn3ccnc3)c2c1,?,-7
O=C(CCN1CCCCC1)NCC[C@H]1CC[C@H](NC(=O)C2CCC2)[C@@H](CO)O1,0.0,-10
C[C@H](CO)N1C[C@H](C)[C@H](CN(C)C)Oc2ncc(-c3cccc(C(=O)N(C)C)c3)cc2C1=O,0.1,-11
C[C@@H]1CN([C@@H](C)CO)S(=O)(=O)c2ccc(-c3ccncc3)cc2O[C@H]1CN(C)S(=O)(=O)c1ccccc1F,0.1,4
COc1ccc(OC)c(NC(=O)C2=C(C)NC(=S)NC2c2ccc(OC)cc2OC)c1 (stereo not given),0.2,.

# The listing continues.
# Fields: IDH1 R132H inh, EZH2 inh
- C[C@@H]1CN([C@H](C)CO)C(=O)c2cc(Br)cnc2O[C@@H]1CN(C)C(=O)C1CCCCC1
    0.4, 6
- C[C@H](CO)N1C[C@H](C)[C@H](CN(C)C(=O)Nc2ccc(C(F)(F)F)cc2)Oc2ccc(NC(=O)Cn3cnnn3)cc2C1=O
    1.3, .
- C[C@@H]1CN([C@H](C)CO)C(=O)c2cc(NC(=O)Cc3ccccc3)ccc2O[C@@H]1CN(C)C(=O)Nc1ccc(C(F)(F)F)cc1
    0.5, -14
- Cc1noc(C)c1NC(=O)N(C)C[C@H]1Oc2ccc(NC(=O)CCCN(C)C)cc2CC(=O)N([C@@H](C)CO)C[C@@H]1C
    -2.0, .
- Cc1cccc(C(=O)NCc2n[nH]c(=S)n2-c2ccccc2)c1
    0.2, .
- CCCC(=O)Nc1ccc2c(c1)C(=O)N(C)C[C@H](OC)[C@@H](C)CN(C(=O)c1cccnc1)[C@H](C)CO2
    -0.1, -2
- O=C(N[C@H]1CC[C@@H](CCNS(=O)(=O)c2ccc(F)cc2)O[C@H]1CO)C1CCOCC1
    -0.2, 4
- CNC[C@H]1Oc2cc(C#Cc3ccc(OC)cc3)ccc2S(=O)(=O)N([C@@H](C)CO)C[C@@H]1C
    -0.7, .
- C[C@@H]1CN([C@H](C)CO)S(=O)(=O)c2ccc(C3=CCCC3)cc2O[C@H]1CN(C)C(=O)c1ccccc1
    1.4, -7
- C[C@@H]1CN([C@@H](C)CO)C(=O)c2cccc(NC(=O)Nc3ccccc3)c2O[C@@H]1CN(C)Cc1ccc(Cl)c(Cl)c1
    -1.0, .
- C[C@@H]1CCCCO[C@@H](CN(C)Cc2ccc(Cl)c(Cl)c2)[C@@H](C)CN([C@H](C)CO)C(=O)c2cc(NS(C)(=O)=O)ccc2O1
    0.2, .
- O=C(C[C@H]1C=C[C@@H](NC(=O)Nc2cc(F)ccc2F)[C@@H](CO)O1)NCc1ccncn1
    0.0, 2
- O=C(Nc1ccc2c(c1)[C@@H]1C[C@@H](CC(=O)N3CCOCC3)O[C@H](CO)[C@@H]1O2)C1CCOCC1
    0.2, -2
- Cc1ccc(S(=O)(=O)Nc2ccc3c(c2)C(=O)N([C@@H](C)CO)C[C@@H](C)[C@@H](CN(C)S(=O)(=O)c2ccccc2)O3)cc1
    -1.5, .
- NC(=O)COc1ccccc1/C=N/NC(=O)c1ccccn1
    ., -4
- C[C@H](CO)N1C[C@H](C)[C@@H](CN(C)C(=O)Nc2ccc(F)cc2)Oc2ccc(NS(C)(=O)=O)cc2C1=O
    -2.0, .
- O=C(C[C@@H]1CC[C@@H](NC(=O)c2ccc3c(c2)OCO3)[C@H](CO)O1)NCc1ccc(Cl)cc1
    0.1, 12
- C=CCn1c2ccccc2c2nnc(SCC(=O)c3ccc(C)cc3)nc21
    -0.3, 9
- COc1cccc(NC(=O)N(C)C[C@@H]2Oc3cc(C#Cc4ccncc4)ccc3S(=O)(=O)N([C@H](C)CO)C[C@H]2C)c1
    ., -25
- C[C@H]1CN([C@@H](C)CO)C(=O)Cc2cc(NS(=O)(=O)c3ccc(F)cc3)ccc2O[C@H]1CN(C)C(=O)Nc1ccc(C(F)(F)F)cc1
    0.1, .
- CC(C)NC(=O)Nc1ccc2c(c1)C(=O)N([C@@H](C)CO)C[C@@H](C)[C@@H](CN(C)C(=O)NC(C)C)OCCCC[C@@H](C)O2
    ., 18
- Cc1ccc(S(=O)(=O)NCC[C@@H]2CC[C@@H](NC(=O)c3cccc(F)c3)[C@H](CO)O2)cc1
    -0.2, 3
- CS(=O)(=O)N(CC(=O)NC1CCCCCC1)c1cc(Cl)c(Cl)cc1Cl
    0.1, 12
- CCC(=O)N(C)C[C@@H]1Oc2cc(-c3ccccc3OC)ccc2S(=O)(=O)N([C@H](C)CO)C[C@@H]1C
    -1.6, 6
- CCC(=O)N1C[C@H](C)[C@H](OC)CN(C)C(=O)c2ccc(NC(=O)Nc3ccc(Cl)cc3)cc2OC[C@@H]1C
    0.1, -5
- Cn1c(SCC(=O)Nc2ccc(Oc3ccc(Cl)cc3)cc2)nnc1-c1ccccc1O
    0.1, 45
- O=C(N[C@H]1CC[C@@H](CCn2cc(-c3ccccc3F)nn2)O[C@H]1CO)c1ccc2c(c1)OCO2
    -0.4, -18
- COc1ccc(-c2nc(C(=O)N3CCN(C)CC3)sc2-c2ccc(OC)cc2)cc1
    -0.2, -13
- O=C(C[C@H]1C[C@@H]2c3cc(NC(=O)C4CCOCC4)ccc3O[C@@H]2[C@@H](CO)O1)NCc1ccc(Cl)cc1
    -0.1, -10
- COc1ccc(CNc2nc3ccccc3n2C)c(O)c1
    -0.1, -4

# (listing goes on)
# Fields: IDH1 R132H inh, EZH2 inh
- O=C1O[C@@H](c2ccccc2)[C@@H](c2ccccc2)N2[C@@H](c3ccc(OCCO)cc3)[C@]3(C(=O)Nc4ccc(C#CCCO)cc43)[C@@H](C(=O)O)[C@H]12
    ., 9
- O=C1c2cccc(O)c2C(=O)c2c(O)cccc21
    0.7, 4
- C[C@@H]1CN([C@@H](C)CO)C(=O)Cc2cc(NC(=O)C3CC3)ccc2O[C@@H]1CN(C)CC1CCCCC1
    0.6, .
- CN(C)CC(=O)N[C@H]1CC[C@H](CCNC(=O)C2CCC2)O[C@H]1CO
    0.2, 6
- COC(=O)c1cc(OC)c(OC)cc1NC(=O)COc1ccc2ccccc2c1Br
    0.3, 4
- C[C@@H]1CCCCO[C@@H](CN(C)S(=O)(=O)c2cccs2)[C@H](C)CN([C@@H](C)CO)C(=O)c2cc(NS(=O)(=O)c3ccc(Cl)cc3)ccc2O1
    0.4, .
- C[C@@H]1CN([C@@H](C)CO)C(=O)c2cc(Br)cnc2O[C@H]1CN(C)C(=O)Cc1cccnc1
    ., -16
- C[C@H](CO)N1C[C@H](C)[C@@H](CN(C)S(=O)(=O)c2ccc(Cl)cc2)Oc2ccc(NC(=O)Nc3cccc4ccccc34)cc2CC1=O
    0.6, .
- O=C(C[C@H]1C=C[C@H](NC(=O)CCN2CCCCC2)[C@@H](CO)O1)Nc1nccs1
    0.1, 25
- C[C@@H]1CN([C@H](C)CO)C(=O)c2cc(NC(=O)Nc3ccc4c(c3)OCO4)ccc2O[C@@H](C)CCCCO[C@@H]1CN(C)S(=O)(=O)c1cccs1
    -0.3, .
- Cc1noc(C)c1NC(=O)Nc1cccc2c1O[C@H](CN(C)S(C)(=O)=O)[C@@H](C)CN([C@H](C)CO)C2=O
    -1.1, .
- C[C@@H]1CN([C@H](C)CO)C(=O)Cc2cc(NC(=O)c3ccncc3)ccc2O[C@@H]1CN(C)C(=O)Nc1ccccc1
    5.1, .
- CCN(CC)c1ccc(/C=N/NC(=O)c2ccc(O)cc2)cc1
    -0.8, 14
- Cc1ccccc1-c1ccc2c(c1)O[C@H](CN(C)C(=O)Nc1ccc(C(F)(F)F)cc1)[C@H](C)CN([C@@H](C)CO)S2(=O)=O
    0.8, -35
- C[C@H]1CN([C@@H](C)CO)C(=O)CCCn2cc(nn2)CO[C@H]1CN(C)C(=O)Cc1ccccc1
    2.4, -3
- C[C@@H]1O[C@@H](OCC2OC(OC3C(OC4C(Oc5c(-c6ccc(O)c(O)c6)oc6cc(O)cc(O)c6c5=O)OC(CO)C(O)C4O)OC(CO)C(O)C3O)C(O)C(O)C2O)[C@H](O)[C@H](O)[C@H]1O (stereo not given in full)
    -1.2, 6
- C[C@@H]1CN([C@H](C)CO)C(=O)c2cc(NC(=O)Cn3cnnn3)ccc2O[C@H]1CN(C)C(=O)Nc1ccc(C(F)(F)F)cc1
    5.0, .
- COc1ccccc1-c1ccc2c(c1)O[C@@H](CN(C)C(=O)c1ccccc1)[C@H](C)CN([C@H](C)CO)S2(=O)=O
    -2.0, -9
- O=C(C[C@H]1C[C@@H]2c3cc(NC(=O)CC4CC4)ccc3O[C@@H]2[C@H](CO)O1)NCc1ccc(-c2ccccc2)cc1
    0.1, -21
- C[C@H]1CN([C@@H](C)CO)C(=O)c2cc(NC(=O)CCC(F)(F)F)ccc2O[C@H]1CN(C)C(=O)Nc1ccc(C(F)(F)F)cc1
    0.2, -8
- C[C@@H]1CN([C@H](C)CO)C(=O)c2cccc(NC(=O)NC3CCCCC3)c2O[C@@H]1CN(C)Cc1ccc(Cl)c(Cl)c1
    1.7, .
- CNC[C@@H]1OCCCC[C@@H](C)Oc2ccc(NS(=O)(=O)c3ccc(Cl)cc3)cc2C(=O)N([C@H](C)CO)C[C@H]1C
    ., -1
